Screening data from PubChem BioAssay.
All columns: NCI-60 one-dose screen, growth in % after 48 h at 10 µM unless noted; 100 = growth as untreated, 0 = no growth, -100 = all killed.
EKVX: EKVX NSCLC | 3% of 71,000 active
HOP-92: HOP-92 NSCLC cells | 6.3% of 71,000 active | AID 1794738
SK-MEL-28: SK-MEL-28 melanoma | 4.1% of 81,000 active
CCRF-CEM: CCRF-CEM leukemia. 7% of 77,000 active
M14: M14 melanoma | 6.2% of 80,000 active | AID 1794745
SK-MEL-5: SK-MEL-5 melanoma; 6.4% of 80,000 active
HOP-62: HOP-62 NSCLC; 3.9% of 80,000 active; AID 1794735
A549/ATCC: A549/ATCC NSCLC; 3.7% of 81,000 active
* = called active by the depositor; . = no result given; & = joins results of further samples; [ ] = remark or other dose. How the source made its calls: active means growth percent below 10; inactive means the rest. Hits appear at their usual frequency (roughly 12% active in at least one column).

SMILES	EKVX	HOP-92	SK-MEL-28	CCRF-CEM	M14	SK-MEL-5	HOP-62	A549/ATCC
COC12C=C/C(=C(/C(=O)OCc3nc4ccccc4s3)C(=O)CCCCCCCCC3(OC)C=C/C(=C(/C(=O)OCc4nc5ccccc5s4)C(=O)CCCCCCCC1)O3)O2	62	82	51	26	67	79	101	47
COc1cccc(N2CCN(C3=C(Cl)C(=O)C(C)=C(C)C3=O)CC2)c1	107	113	113	47	.	93	93	113
O=C(CCc1ccc(O)cc1)c1c(O)cc(O)cc1OC1OC(CO)C(O)C(O)C1O (stereo unspecified)	.	109	102	102	107	103	98	102
COc1ccc(NC(=O)[C@@H]2C[C@H]2c2ccccc2)c(C(N)=O)c1	.	95	97	94	91	96	100	97
CC(O)C1CCCCC1 (stereo unspecified)	100	94	89	97	103	104	105	96
C/C(=N/NC(=S)NC1CCCCC1)c1sc(Nc2ccccc2O)nc1C	91	87	95	49	89	99	75	87
CCOC(=O)c1ccc(NC2=C(Cl)C(=O)C(C)=C(C)C2=O)cc1	103	97	105	89	101	100	101	106
CC1(C)CC[C@]23CC[C@]4(C)[C@H](CC[C@@H]5[C@@]6(C)CCC(=O)NC(C)(C)[C@@H]6CC[C@]54C)[C@H]2[C@H]1OC3=O	94	100	102	96	97	100	92	99
CN(C)C(=S)SCc1ccc(Cl)c(Cl)c1	90	64	110	102	95	99	83	96
COc1cc(OC)c(OC)cc1/C=N/NC(=O)c1ccc(S(C)(=O)=O)cc1	100	.	115	105	111	100	99	83
O=C(OCC1OC(OC(=O)c2ccccc2)C(F)C1OC(=O)c1ccccc1)c1ccccc1 (stereo unspecified)	118	86	105	97	126	97	114	92
COC(=O)[C@]1(C(C)C)N[C@H](c2cn(-c3ccccc3)nc2C)[C@@H]2C(=O)N(c3ccc(Cl)cc3)C(=O)[C@@H]21	103	.	105	.	93	115	106	95
Cc1nn(-c2ccc(Cl)cc2)c2nc3c(nc12)C(=O)c1ccccc1-3	50	.	28	.	70	66	52	56
C=CCn1c(SCC(=O)Nc2ccc(C(=O)/C=C/c3ccc(Cl)cc3)cc2)nnc1-c1cc(-c2ccc(S(N)(=O)=O)cc2)nc2ccccc12	95	91	92	54	92	77	92	93
COc1ccc(/C(=N/N=C(N)N)c2ccc(F)cc2)cc1OC	92	79	105	100	96	99	98	96
Cc1csc(N/N=C/c2ccncc2)n1	90	.	110	.	100	100	99	69
Cc1cccc(C)c1OCc1nnc(SCC(=O)O)n1-c1c(C)cccc1C	.	99	116	99	96	99	100	100
Oc1ccc(Br)cc1C=Nc1n[nH]c(Nc2ccccc2)c1-c1nc2ccccc2s1	88	100	110	81	104	100	90	104
CC(=O)OCC1OC(Oc2ccccc2C)C(OC(C)=O)C(OC(C)=O)C1OC(C)=O (stereo unspecified)	97	77	113	87	.	103	90	94
C=C1CCC2C(C)(CO)C(O)CCC2(C)C1CC(NC1CCCC1)C1=CCOC1=O (stereo unspecified)	99	93	101	106	98	97	109	107
C=CCn1c(SCC(=O)Nc2cccc(C(=O)/C=C/c3ccccc3Cl)c2)nc2ccccc2c1=O	95	71	92	94	87	99	108	86
Cc1ccc(N2C(=O)/C(=C3\SC(=S)N(c4ccc(C)cc4)C3=O)SC2=S)cc1	.	102	102	104	103	101	99	97
C=CCNC(=S)Nc1cccc(C(F)(F)F)c1	.	95	103	91	104	101	123	89
COc1cccc(-c2nonc2NC(=O)c2ccccc2F)c1	90	.	100	98	96	99	116	103
N#Cc1c(-c2ccc(Cl)cc2)nc(SCC(=O)c2ccc(Br)cc2)[nH]c1=O	101	.	108	.	112	98	113	105
Cc1c(-c2nn(-c3ccccc3)cc2/C=N\O)nnn1-c1ccc(S(N)(=O)=O)cc1	88	102	111	105	107	99	35	95
CCCOc1ccc(C)cc1	.	107	107	92	100	97	99	95
COc1ccc(/C(=C\c2ccc3c(c2)OCO3)C(=O)Nc2nc3ccc(N)cc3s2)cc1	102	84	110	88	106	98	89	100
Nc1nc(-c2cccc([N+](=O)[O-])c2)c(N=Nc2cccc([N+](=O)[O-])c2)s1	78	.	61	95	15	64	16	18
Cc1ccccc1OCc1nnc(-c2ccc(N3CCOCC3)cc2)o1	80	85	105	78	88	86	89	106
COc1ccc(-c2nnc(Nc3cc(OC)ccc3OC)o2)cc1	113	114	112	123	103	100	120	97
Nc1ccccc1NC(=O)c1ccc(CN2CC(=O)N[C@@H](Cc3c[nH]c4ccccc34)C2=O)cc1	103	93	90	96	99	107	114	107
O=C1CCC(=O)N1CN1CCN(c2cc(=O)[nH]c3ccc(F)cc23)CC1	45	.	108	99	99	101	103	102
O=C(Nc1ccsc1C(=O)NC1CCCCC1)c1ccc(F)cc1	.	71	96	67	101	105	103	103
CCOC(=O)c1cnc2cc(Cl)c(F)cc2c1Nc1cccc(S(N)(=O)=O)c1	104	88	109	104	103	92	96	104
CCn1cc(C(=O)O)c(=O)c2cc(F)c(N3CCN(C(=O)CSc4nc(N)cc(N)n4)CC3)cc21	99	104	105	96	110	90	102	97
COc1ccc(C2=NN(c3ccccc3)C(c3cn(-c4ccccc4)nc3-c3ccccc3)C2)cc1 (stereo unspecified)	87	75	113	89	95	116	110	95
O=S(=O)(c1cc(Cl)c(Cl)cc1Cl)N(CCCCCN(S(=O)(=O)c1cc(Cl)c(Cl)cc1Cl)S(=O)(=O)c1cc(Cl)c(Cl)cc1Cl)S(=O)(=O)c1cc(Cl)c(Cl)cc1Cl	97	102	103	97	105	103	99	101
CN1C(=O)C(=O)c2ccccc21	99	114	106	123	.	110	105	102
Cc1ccc2c(-c3nnc(N)s3)cc(=O)oc2c1	101	101	108	97	100	98	100	111
O=C(O)c1ccc(O)cc1	109	98	109	104	94	97	91	.
CN(C)c1ccc(/C=N\NC(=O)CN2CCN(c3cc4c(cc3F)c(=O)c(C(=O)N/N=C/c3ccc(N(C)C)cc3)cn4C3CC3)CC2)cc1	84	92	107	94	106	85	106	88
CC(C)=CCC1=CC(=O)c2ccccc2C1=O	100	44	116	43	116	84	113	110
O=C(Nc1cccc([N+](=O)[O-])c1)N(c1ccccc1)c1ccccc1	96	86	108	74	104	101	.	107
Clc1ccc2c(N3CCN(c4ccnc(NC5CCCCC5)n4)CC3)ccnc2c1	.	41	37	8.4*	-44*	.	52	54
CC(c1ccccc1)N1CSCN2C(=O)CC(=O)N=C21 (stereo unspecified)	94	104	114	110	.	105	93	100
CC1CCCC(CC(N)=O)CC1 (stereo unspecified)	107	.	119	90	108	103	95	93
COC1=CC(c2ccc[nH]2)=N/C1=C\c1[nH]c(C)c(C(=O)CCCCCCCCC(=O)Oc2ccc3c(c2)CCC2C3CC[C@]3(C)C(=O)CC[C@@H]23)c1C (stereo partly specified)	.	122	109	.	113	98	105	106
C#CCOc1cccc(-c2ncnc3cc(NC(=O)C=C)ccc23)c1	72	15	70	8.7*	46	69	36	44
C#CCOc1cc(-c2nc3sccn3c2-c2ccnc(S(C)=O)n2)ccc1F (stereo unspecified)	75	83	99	101	101	99	99	102
NC(=O)SCC(=O)Nc1cccc2ccccc12	130	.	118	116	98	109	119	107
O=C1CSC(c2ccccc2)N1c1nnc(Cn2cnnc2)o1 (stereo unspecified)	95	52	106	81	90	108	86	96
CC(Sc1nc2ccccc2c(=O)n1C)C(=O)Nc1ccc(F)cc1 (stereo unspecified)	59	73	92	76	105	55	92	83
CC1=C(C)C[C@@]2(Cc3c(C)cccc3C2=O)S(=O)C1 (stereo partly specified)	.	59	77	68	66	59	89	.
CSc1nc(N(C)C)c2[nH]c(Cl)nc2n1	100	98	116	86	102	103	98	73
CCC(CC)/C(C)=C(\C)C1CC1CCNS(=O)(=O)c1ccc(C)cc1 (stereo unspecified)	98	99	113	95	107	99	98	98
CCCCOc1nc2ccc(Cl)cc2cc1-c1cc(-c2ccc(Cl)cc2)nc(-c2ccc(Cl)cc2)c1	100	100	98	98	101	105	98	99
NS(=O)(=O)c1ccc(NC(=O)Nc2nc(-c3ccccc3)cs2)cc1	132	89	93	81	90	94	88	92
Clc1nc2ccccc2nc1-c1nnc(C2CCCCC2)o1	99	.	104	85	94	99	106	98
CCOC(=O)C(C#N)=C(C)C	104&106	96&96	105&113&113	99&94&98	108&106&101	109&106&108	102&102&114	95&97&105

The list continues.
SMILES	EKVX	HOP-92	SK-MEL-28	CCRF-CEM	M14	SK-MEL-5	HOP-62	A549/ATCC
N=c1c2cc(-c3ccccc3)oc2ncn1N	80	94	88	63	.	97	81	100
Cc1nn(-c2ccccc2)c(Cl)c1/C=C(/NC(=O)c1ccccc1)c1nc2ccccc2[nH]1	94	83	84	87	70	107	99	90
CC(C)(C)CC(C)(C)Nc1c(-c2ccc(-c3ccccc3)cc2)nc2cnccn12	93	93	100	73	89	101	80	56
O=C(c1ccc2nc(NS(=O)(=O)c3ccc4ccccc4c3)sc2c1)N1CCN(c2ccco2)CC1	109	99	112	100	98	100	97	97
Nc1ccc(Cl)c(N)c1	93	.	104	79	96	92	95	100
O=C1NCCC12CCN(c1c(Cl)cncc1-c1ccc(OS(=O)(=O)C(F)(F)F)cc1)CC2	98	89	109	102	108	95	100	98
COc1cccc(C(=O)NNc2nc(Cl)nc(Cl)n2)c1	98	98	105	101	102	96	104	105
C#CCNC(=O)CC[C@]1(C)[C@H]2CC[C@@H]3[C@@H]([C@@](C)(O)CCC=C(C)C)CC[C@@]3(C)[C@]2(C)CC[C@H]1C(=C)C	72[100 µM]	-25*[100 µM]	54[100 µM]	-34*[100 µM]	53[100 µM]	9.4*[100 µM]	51[100 µM]	38[100 µM]
CCCC(=O)Nn1c(N)cc2cc(Br)ccc2c1=O	101	117	105	100	114	101	114	103
CC(=O)NC(=O)C(OC(C)=O)C(OC(C)=O)C(OC(C)=O)C(OC(C)=O)C(OC(C)=O)C(COC(C)=O)OC(C)=O (stereo unspecified)	.	95	108	106	97	95	98	103
O=C(CS(=O)(=O)Cc1ccccc1)c1ccccc1	105	93&114	101&109	94&99	112&103	102&97	110&100	106&99
Cc1cccc(Cc2cnc(NC(=O)/C=C/c3ccco3)s2)c1	34	78	62	.	10	11	24	20
CCc1nc2c(cnn2-c2ccccc2)c(=O)[nH]1	.	65	106	99	93	81	90	100
Cc1ccc(NC(=O)C(=O)Cc2nc3ccccc3o2)c(C)c1	95	100	101	102	98	101	78	82
Cc1cc(N)nc(N)n1	111	.	111	106	98	112	99	98

Full records, quoted from the list. Screens in order: EKVX, HOP-92, SK-MEL-28, CCRF-CEM, M14, SK-MEL-5, HOP-62, A549/ATCC
CC(=O)NC(=O)C(OC(C)=O)C(OC(C)=O)C(OC(C)=O)C(OC(C)=O)C(OC(C)=O)C(COC(C)=O)OC(C)=O (stereo unspecified) is listed as ., 95, 108, 106, 97, 95, 98, 103
Cc1cccc(Cc2cnc(NC(=O)/C=C/c3ccco3)s2)c1 is listed as 34, 78, 62, ., 10, 11, 24, 20
CC(C)(C)CC(C)(C)Nc1c(-c2ccc(-c3ccccc3)cc2)nc2cnccn12 is listed as 93, 93, 100, 73, 89, 101, 80, 56

Continuation:
SMILES	EKVX	HOP-92	SK-MEL-28	CCRF-CEM	M14	SK-MEL-5	HOP-62	A549/ATCC
CC1(C(N)=O)CCC(C(=O)O)C1(C)C (stereo unspecified)	.	94	103	104	108	98	.	98
Oc1c(Cl)cc(Cl)c2ccc(Cn3cc(-c4cccc(C(F)(F)F)c4)nn3)nc12	80	56	76	6.7*	62	98	98	98
IP(CCCSc1n(Cc2ccc3ccccc3c2)c(-c2ccccc2)c(-c2ccccc2)[n+]1Cc1ccc2ccccc2c1)(c1ccccc1)(c1ccccc1)c1ccccc1	32	-1.5*	33	32	51	68	31	27
CC(C)OC1=C(Cl)C(=O)c2ccccc2C1=O	103	100	101	.	98	97	92	102
COc1cc2c(cc1OC(C)=O)C(=O)CCCC2	104	79	95	102	88	90	75	86
O=S(=O)(O)c1cccnc1	94	142	114	-42*	140	103	114	125
COc1ccc2c(c1)CCCC21C(=O)Nc2c(Cl)cccc21 (stereo unspecified)	91	72	65	61	39	77	56	69
COC(=O)c1ccccc1N=NC(C#N)C(N)=O (stereo unspecified)	59	90	116	104	110	102	121	97
N#Cc1ccccc1-c1ccc(CN2C(=O)Cc3cc(CCN4CCNCC4)c(Cl)cc32)cc1	87	.	93	.	92	85	99	78
COc1cc2c(c(OC)c1OC)C(=O)CC(c1cccc(NC(=O)[C@H](C)N)c1)O2 (stereo partly specified)	103	86	104	108	100	100	100	100
CCC(C)(O)c1ccc(C)cc1 (stereo unspecified)	109	103	104	99	.	99	98	111
Cc1ccc(C2=CSc3ccccc3N2)c(C)c1	.	.	108	.	108	103	91	.
COC1OC(COC(C)=O)C(OC(C)=O)C(OC(C)=O)C1OC(C)=O (stereo unspecified)	93	93	94	96	104	117	98	92
CC(=O)Nc1ccc2c(c1)C(=O)c1cc(F)ccc1-2	85	106	97	94	93	99	83	93
CSc1nn(-c2ccccc2)c2ncnc(NCc3ccccc3)c12	.	.	107	115	98	102	93	99

Six compounds from above, arranged by formula weight, lowest first:
SMILES	EKVX	HOP-92	SK-MEL-28	CCRF-CEM	M14	SK-MEL-5	HOP-62	A549/ATCC
Cc1ccc2c(-c3nnc(N)s3)cc(=O)oc2c1	101	101	108	97	100	98	100	111
O=C(CS(=O)(=O)Cc1ccccc1)c1ccccc1	105	93&114	101&109	94&99	112&103	102&97	110&100	106&99
Cc1cccc(C)c1OCc1nnc(SCC(=O)O)n1-c1c(C)cccc1C	.	99	116	99	96	99	100	100
Nc1ccccc1NC(=O)c1ccc(CN2CC(=O)N[C@@H](Cc3c[nH]c4ccccc34)C2=O)cc1	103	93	90	96	99	107	114	107
COC1=CC(c2ccc[nH]2)=N/C1=C\c1[nH]c(C)c(C(=O)CCCCCCCCC(=O)Oc2ccc3c(c2)CCC2C3CC[C@]3(C)C(=O)CC[C@@H]23)c1C (stereo partly specified)	.	122	109	.	113	98	105	106
C=CCn1c(SCC(=O)Nc2ccc(C(=O)/C=C/c3ccc(Cl)cc3)cc2)nnc1-c1cc(-c2ccc(S(N)(=O)=O)cc2)nc2ccccc12	95	91	92	54	92	77	92	93
